Screening data (PubChem BioAssay)
NTR1 ag: agonists of NTR1, primary screen, imaging, U2OS cells, beta-arrestin-GFP, high content (AID 493036); Neurotensin receptor type 1 (Homo sapiens), P30989; NTR1-U2OS beta-arrestin-GFP spot imaging, agonist mode; activation, % at 20 µM; hit rate 0.17% among 330,000;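 active means activation at or above 40% of the spot to cytoplasm intensity ratio, with at least 20 cells analyzed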;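 further: 0% = DMSO without peptide and 100% = 100 nM NTR1 peptide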
Target sequence (P30989 whole entry, looked up): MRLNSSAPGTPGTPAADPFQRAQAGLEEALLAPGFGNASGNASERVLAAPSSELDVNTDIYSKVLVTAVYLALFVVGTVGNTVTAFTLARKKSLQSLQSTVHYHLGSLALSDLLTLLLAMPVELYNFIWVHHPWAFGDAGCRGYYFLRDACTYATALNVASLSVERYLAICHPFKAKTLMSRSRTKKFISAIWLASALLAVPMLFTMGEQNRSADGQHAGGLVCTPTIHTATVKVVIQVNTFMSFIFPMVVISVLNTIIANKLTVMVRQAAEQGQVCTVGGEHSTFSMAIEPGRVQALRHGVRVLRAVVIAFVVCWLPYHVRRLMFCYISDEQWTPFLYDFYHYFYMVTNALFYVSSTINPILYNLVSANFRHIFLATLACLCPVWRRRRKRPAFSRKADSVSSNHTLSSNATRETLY
T cell modulator: modulators of CD8 T cell-vesicle binding, primary screen, mouse 2C CD8+ T cells, flow cytometry. AID 2052, 2009. 2C CD8+ T cell-vesicle binding; hits give low values. calls only at 7 µM. hit rate 0.068% among 330,000;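 active means response, share of CD8 T cells binding vesicles, and their 90th percentile fluorescence all below set limits, cut at about 80% in these data, passing the limit was not always enough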
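Test system: purified 2C TCR transgenic mouse naive CD8+ T cells. Probe or stimulus: QL9-peptide-loaded Drosophila micro-vesicles bearing Ld, ICAM-1 and B7-1. Incubation: binding step 1.5 h, 37 °C, antibody labelling 20 min, ice. Measured by: flow cytometry of vesicle-bound cells.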
T cell modulator vesicle-bound %: further read-out of T cell modulator, marked with its call; double positive events, %; measured here: CD8+ vesicle-bound cell fraction;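 binding gate set so that unloaded-vesicle control wells show 10% double positive cells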
NTR1 ag cell count 20 µM: also measured in NTR1 ag; calls as there; cell count; measured here: cell count, cytotoxicity flag
Numbers without * were called inactive; i = inactive; / = no result given.

SMILES	NTR1 ag	NTR1 ag cell count 20 µM	T cell modulator	T cell modulator vesicle-bound %
COc1ccc(CNC(=O)C[C@H]2C[C@H](C(=O)N(C(C)C)C(C)C)[C@@]3(C)c4[nH]c5cc(-c6ccco6)ccc5c4CCN3C2=O)cc1OC	11	61	/	/
COc1cc(OC)c2c(-c3cccc(-c4ccc(NC(C)=O)cc4)c3)cc(=O)oc2c1	5.8	35	/	/
O=C1c2ccccc2S(=O)(=O)c2cc(N3CCC(C(=O)N4CCCCC4)CC3)ccc21	2.3	69	/	/
C=CCn1cnnc1SCC(=O)Nc1cccnc1Cl	0.8	70	/	/
O=C(COc1cccc(C(F)(F)F)c1)NNC(=O)Cn1c(=O)cnc2ccccc21	-0.5	80	i	44
COc1cccc(NC(=O)CN(C)C(=O)c2ccccc2-c2nc3ccccc3s2)c1	2.9	58	i	39
O=C1NC(Cc2ccccc2)c2nc3ccc(F)cc3c(=O)n2-c2ccccc21 (stereo not drawn)	-1.3	63	i	17
O=C1NC(Cc2ccccc2)c2nc3ccc(F)cc3c(=O)n2-c2cc(Cl)ccc21 (stereo not drawn)	2.9	40	i	15
COc1ccc(C2c3c(oc4ccccc4c3=O)C(=O)N2CCCN2CCOCC2)cc1 (stereo not drawn)	-0.8	76	i	21
COc1cccc(C(=O)NCCS(=O)(=O)N2CCOCC2)c1	0.1	50	i	13
CCN(CC)c1ccc(S(=O)(=O)N2CCCCC2)cc1NC(=O)C1CCC1	0.5	64	i	48
COc1ccc(-c2noc3c2-c2nc(-c4ccccc4C)sc2CC3)cc1	2.9	34	i	20
CCOC(=O)/C=C1\NC2(CCCCC2)Cc2cc(OC)c(OC)cc21	3.8	49	i	39
COC/C=C/C1=CC2=CC(=O)C(C)(OC(=O)c3cnc4ccccc4n3)C(=O)C2=CN1C1CCCC1 (stereo not drawn)	-3.5	97	i	14
CN1C(=O)CC[C@H]1c1cccnc1	0.4	59	i	23
CCCCN(C(=O)C(C)Oc1ccc(Cl)cc1)c1c(N)n(CCCC)c(=O)[nH]c1=O (stereo not drawn)	0.9	61	i	35
Cc1cc(=O)n(-c2ccccc2)n1C	-0.6	59	i	9
CC(C)CCNC(=O)C(=O)Nc1ccc2c(c1)N(S(=O)(=O)c1cccs1)CCC2	2.7	66	i	38
O=C(Nc1ccc(N2CCN(C(=O)c3ccco3)CC2)cc1)c1cc(Br)ccc1Cl	2.6	57	i	3
CCOc1ccc(NC(=O)CN(C)C(=O)c2ccc(C3SCCS3)cc2)cc1OCC	1.0	53	i	42
O=C(COc1ccccc1F)NNC(=O)Cc1ccc(S(=O)(=O)N2CCOCC2)s1	1.1	65	i	58
C[C@H](NC(=O)c1nc[nH]c1C(=O)NC1CCNCC1)C(=O)OCc1ccccc1	-0.7	57	i	37
CC(=O)Nc1ccc(NC(=O)C(C)OC(=O)C2CCN(S(=O)(=O)c3ccc4c(c3)OCCO4)CC2)cc1 (stereo not drawn)	0.4	62	i	55
Cc1ccc(S(=O)(=O)N(C)c2ccc(OCC(=O)NCC3(N(C)C)CCCCC3)cc2)cc1	0.9	61	i	26
Cc1cc(NC(=O)CSc2nc(C3CC3)nc3sc4c(c23)CCC(C)C4)no1 (stereo not drawn)	0.1	59	i	8

Grouped by structure: the entries above with a furan ring, fused or not.
SMILES	NTR1 ag	NTR1 ag cell count 20 µM	T cell modulator	T cell modulator vesicle-bound %
COc1ccc(CNC(=O)C[C@H]2C[C@H](C(=O)N(C(C)C)C(C)C)[C@@]3(C)c4[nH]c5cc(-c6ccco6)ccc5c4CCN3C2=O)cc1OC	11	61	/	/
O=C(Nc1ccc(N2CCN(C(=O)c3ccco3)CC2)cc1)c1cc(Br)ccc1Cl	2.6	57	i	3

(cont.)
SMILES	NTR1 ag	NTR1 ag cell count 20 µM	T cell modulator	T cell modulator vesicle-bound %
O=C(c1cccc2ccccc12)n1nnc2ccccc21	-6.7	87	i	54
CCOC(=O)C1=C(C)N(CCCC(=O)O)C(=O)NC1c1cc2ccccc2c2ccccc12 (stereo not drawn)	2.0	94	i	24
CCN(CC(=O)Nc1c(F)cccc1F)C(=O)CN(C)S(=O)(=O)c1ccc(F)cc1	0.7	73	i	51
CCOc1ccc(NC(=O)c2cc([N+](=O)[O-])ccc2N2CCOCC2)cc1	1.5	49	i	26
O=C(COC(=O)Cn1[nH]c(=O)c2ccccc2c1=O)Nc1c(Cl)cccc1C(F)(F)F	2.4	64	i	42
COc1ccc(C(=O)COC(=O)c2cc([N+](=O)[O-])ccc2N2CCOCC2)c(OC)c1	3.5	50	i	34
CSc1ccccc1NC(=O)CN(C)C(=O)Cc1c[nH]c2ccccc12	1.1	53	i	39
O=C(CC1CCCCC1)NCCS(=O)(=O)N1CCN(c2ccccc2)CC1	1.0	67	i	33
Cc1noc(C)c1C(=O)N(C)CC(=O)Nc1ccc(F)c(F)c1F	-0.3	85	i	26
CC(=O)c1cc2c(=O)c3ccccc3oc2nc1C	0.1	39	i	62
O=C(Nc1ccc(S(=O)(=O)N2CCOCC2)cc1)c1ccc([N+](=O)[O-])s1	2.0	56	i	31
CN(C)C(=O)OCc1c(-c2ccccc2)ncc2ccccc12	0.9	55	i	58
O=C(Nc1nc(-c2ccco2)c(-c2ccco2)s1)c1cnccn1	2.5	50	i	15
CCOC(=O)C1=C(C)N(CCCC(=O)O)C(=O)NC1c1ccc(Br)cc1 (stereo not drawn)	-0.5	89	i	22
Cc1nn2c(-c3cccc(NC(=O)CN4CCOCC4)c3)nnc2c2ccccc12	3.0	48	i	34
Cc1cc(-c2ccc(N=Nc3c(S(=O)(=O)O)cc4cc(S(=O)(=O)O)cc(N)c4c3O)c(C)c2)ccc1N=Nc1c(S(=O)(=O)O)cc2cc(S(=O)(=O)O)cc(N)c2c1O	1.0	58	i	31
COc1ccc(NC(=O)c2nc[nH]c2C(=O)NCCCCCNC(=O)OC(C)(C)C)cc1	-2.1	86	i	15
CS(=O)(=O)c1ccc(-c2cc(Br)sc2-c2ccc(F)cc2)cc1	14	61	i	16
COc1ccc2c(c1)[C@H]1[C@H](CO2)[C@H](c2ccccc2)[C@]2(C)C(=O)N[C@@H](C)C(=O)N12	1.4	57	i	28
COC(=O)c1ccccc1NC(=O)Cn1cnc2c(cnn2-c2ccc(C)c(C)c2)c1=O	3.0	46	i	32
O=C(CNC(=O)c1ccc(Br)o1)NNC(=O)c1ccccc1O	-0.6	43	i	42
O=C(NCCCN1CCOCC1)c1cccc(S(=O)(=O)NCc2ccccc2)c1	1.2	64	i	58
COc1ccc(NC(=O)CN(C)C(=O)CSCC(=O)Nc2ccc(C)cc2)cc1	0.1	75	i	36
CC(Oc1ccc(Br)cc1)C(=O)NCC(c1ccco1)N1CCCCC1 (stereo not drawn)	0.6	66	i	51
CC1CCc2[nH]c3ccc(C(=O)N(C)CC(=O)Nc4cccc(F)c4)cc3c2C1 (stereo not drawn)	7.8	55	i	31

Entries listed so far that have an aryl thioether with sulfur outside any ring, in the order listed:
SMILES	NTR1 ag	NTR1 ag cell count 20 µM	T cell modulator	T cell modulator vesicle-bound %
C=CCn1cnnc1SCC(=O)Nc1cccnc1Cl	0.8	70	/	/
Cc1cc(NC(=O)CSc2nc(C3CC3)nc3sc4c(c23)CCC(C)C4)no1 (stereo not drawn)	0.1	59	i	8
CSc1ccccc1NC(=O)CN(C)C(=O)Cc1c[nH]c2ccccc12	1.1	53	i	39

Following part:
SMILES	NTR1 ag	NTR1 ag cell count 20 µM	T cell modulator	T cell modulator vesicle-bound %
COc1ccc(-c2ccccc2)c2oc(-c3ccco3)cc(=O)c12	9.4	82	i	26
CC(=O)O[C@H]1C[C@@H]2CC[C@@H]3[C@H](CC[C@@]4(C)[C@H]3C[C@H]([N+]3(C)CCCCC3)[C@@H]4OC(C)=O)[C@@]2(C)C[C@@H]1N1CCCCC1	-0.7	60	i	26
C=CCN1C=C2C(=O)C(C)(OC(=O)c3ccco3)C(=O)C(C=C)=C2C=C1C1CC1 (stereo not drawn)	-1.7	93	i	18
Cc1nn(C)c(C)c1NC(=O)CSc1nc(Cc2ccccc2)nc2c1cnn2-c1ccccc1	0.5	57	i	36
COc1ccc(C(CNC(=O)c2cccc(S(=O)(=O)Nc3cccc(C)c3)c2)N2CCOCC2)cc1 (stereo not drawn)	-0.4	64	i	30
COC(=O)[C@@]1(Cc2ccc(OC)cc2)[C@H]2c3cc(C(=O)N4CCCC4)n(C[C@H](O)CO)c3C[C@H]2CN1C(=O)c1ccccc1	3.8	88	i	56
O=C(Oc1ccc(-c2nnco2)cc1)c1ccc(F)c(S(=O)(=O)N2CCOCC2)c1	1.0	57	i	47
O=C1NC(Cc2ccccc2)c2nc3cc(Cl)ccc3c(=O)n2-c2cc(Cl)ccc21 (stereo not drawn)	2.0	56	i	6
CCOC(=O)c1cnc(Nc2nc3ccccc3o2)nc1CSc1ncccn1	3.5	52	i	2
CC(C)NC(=O)CSc1ccccc1C(=O)NNC(=O)Cn1ccc(C(F)(F)F)n1	-0.5	81	i	28
Cc1cc2cc(C)c3nnc(SCC(=O)N4CCN(C(=O)c5ccco5)CC4)n3c2cc1C	3.0	43	i	18
CCOC(=O)C1=C(C)N(CCCC(=O)O)C(=O)NC1c1ccccc1Cl (stereo not drawn)	10	85	i	8
COc1ccc(C(=O)NCCS(=O)(=O)N2CCCC2)cc1	1.1	56	i	29
Fc1ccc(-n2nnc(-c3ncc[nH]3)n2)cc1	0.1	82	i	34
O=c1cc(-c2ccc(O)cc2)oc2ccc3ccccc3c12	38	46	i	68
CC1=NN(c2ccccc2)C(=O)/C1=C/c1c(C)[nH]n(-c2ccc(C)cc2)c1=O	-1.1	59	i	38
C#CCOCCOCCOCCNc1nc(N2CCN(C(=O)[C@H](CCCCN)n3cc(C(N)CO)nn3)CC2)nc(N2CCN(C(=O)[C@H](CCCCN)n3cc(C(N)COC(=O)C(F)(F)F)nn3)CC2)n1 (stereo partly drawn)	-1.9	85	i	22
Cc1nc2ccccc2n1/N=C/c1ccc([N+](=O)[O-])o1	0.4	39	i	53
COc1ccccc1C1NC(=O)NC(C)=C1C(C)=O (stereo not drawn)	0.6	45	i	24
O=C1NC(Cc2ccccc2)c2nc3ccccc3c(=O)n2-c2ccc(Cl)cc21 (stereo not drawn)	1.1	63	i	35
CC(C)(C)[C@H](N)C(=O)N[C@H]1CCC2C3CC=C4C[C@@H](O)CC[C@]4(C)C3CC[C@@]21C (stereo partly drawn)	36	26	i	29

An excerpt of these results, in CSV form:
canonical_smiles,NTR1 ag,NTR1 ag cell count 20 µM,T cell modulator,T cell modulator vesicle-bound %
C#CCOCCOCCOCCNc1nc(N2CCN(C(=O)[C@H](CCCCN)n3cc(C(N)CO)nn3)CC2)nc(N2CCN(C(=O)[C@H](CCCCN)n3cc(C(N)COC(=O)C(F)(F)F)nn3)CC2)n1 (stereo partly drawn),-1.9,85,i,22
CC(C)NC(=O)CSc1ccccc1C(=O)NNC(=O)Cn1ccc(C(F)(F)F)n1,-0.5,81,i,28

Looked up above.
Result of CC(Oc1ccc(Br)cc1)C(=O)NCC(c1ccco1)N1CCCCC1 (stereo not drawn) in T cell modulator vesicle-bound %: 51
Result of COc1cccc(NC(=O)CN(C)C(=O)c2ccccc2-c2nc3ccccc3s2)c1 in NTR1 ag cell count 20 µM: 58
Result of O=C(COC(=O)Cn1[nH]c(=O)c2ccccc2c1=O)Nc1c(Cl)cccc1C(F)(F)F in NTR1 ag: 2.4

This is a subset, so the mix of outcomes need not match the whole.
